Source: PubChem BioAssay
WT yeast gro inh: growth inhibition of WT yeast, mitochondrial fusion screen; mitochondrial fusion phenotypic screen, WT strain; inhibition, % at 10 µM; 2.1% of 190,000 active; AID 1362; in the data active = inhibition above about 58%; tested in S. cerevisiae
P. falciparum M1AAP: P. falciparum M1AAP inhibitors, biochemical, fluorogenic H-Leu-NHMec substrate, 1536-well (AID 1445) | recombinant M1AAP, H-Leu-NHMec fluorogenic kinetic assay; higher % means a stronger effect | one-dose inhibition, % at 30 µM; IC50 in µM for titrated hits | 0.42% of 220,000 active;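 active = primary inhibition above the hit cutoff, then over 50% inhibition at one or more dose response concentrations, cut at about 23% in these data, passing the limit was not always enough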;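 also: plate controls were DMSO full reaction for no effect and no enzyme background for full effect; strong numbers were not always called active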
M17LAP inhibition: P. falciparum M17LAP inhibitors, primary screen, biochemical, fluorogenic H-Leu-NHMec substrate, 1536-well (AID 1619); 0.38% of 220,000 active; recombinant M17LAP, H-Leu-NHMec fluorogenic kinetic assay; higher % means a stronger effect; one-dose inhibition, % at 30 µM; IC50 in µM for titrated hits;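 active = compound inhibiting the enzyme by more than half at any dose during confirmatory dose-response retesting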;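 also: plate controls were full reaction with DMSO carrier for no effect and no enzyme background for full effect; strong numbers were not always called active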
Autophagy mod: modulators of autophagy; MEF GFP-LC3 puncta imaging; test concentration mostly 10 µM; 0.98% of 190,000 active; calls only at 10 µM (by protocol);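 active = percentage of spot-positive cells more than 3 SD above its plate mean, without a fluorescence outlier flag or 80% toxicity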;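 also: spot-positive cell cutoff set from DMSO-treated cells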
Dynein transport: dynein cargo transport inhibition; AID 1381; z-score, hits read low; 3617.4 mouse cells, GR-EGFP nuclear translocation imaging; test concentration mostly 20 µM; stimulated with dexamethasone, 1 µM; stronger effect = lower value; 0.47% of 220,000 active;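 active = plate z-score of nuclear minus cytoplasmic receptor signal below a set negative limit, without overly bright fluorescence or cell loss, cut at about -3.5 in these data, passing the limit was not always enough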;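 also: z-score of nuclear minus cytoplasmic ring GR-EGFP intensity difference per well; some compounds called inactive have numbers as strong as hits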
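Buffer or medium – tet-free medium with charcoal-stripped serum · Signal – automated 10x imaging of fixed Hoechst-stained cells · Also added – dexamethasone agonist, 1.0 µM final, for 30 min · Incubation – induction 48 h, compound 1 h, agonist 30 min · Read-out – GR-EGFP nuclear translocation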
Yfh1-depleted yeast: mitochondrial function rescue without frataxin homolog – Friedreich's ataxia, plus single-dose screen, dose response (AID 1465); 0.074% of 220,000 active; fold induction at 50 µM; hits with a dose series show EC50 in µM; S. cerevisiae Yfh1-off respiration, WST-1 reduction, 72 h; higher fold induction means a stronger effect;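 active = fold induction of absorbance versus untreated yeast above a set limit, then at least 30% activation at any dose in follow-up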;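 also: activators that raise dye reduction in frataxin-depleted yeast; strong numbers were not always called active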
T cell modulator: T cell immune modulators affecting CD8 T cell-vesicle binding | calls only at 7 µM | 2C CD8+ T cell-vesicle binding, flow cytometry; stronger effect = lower value | AID 2052 | 0.068% of 330,000 active;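 active = response, share of CD8 T cells binding vesicles, and their 90th percentile fluorescence all below set limits, cut at about 80% in these data, passing the limit was not always enough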
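Test system: purified 2C TCR transgenic mouse naive CD8+ T cells. Probe or stimulus: QL9-peptide-loaded Drosophila micro-vesicles bearing Ld, ICAM-1 and B7-1. Incubation: binding step 1.5 h, 37 °C, antibody labelling 20 min, ice. Measured by: flow cytometry of vesicle-bound cells.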
bCat nuc transl: alters nuclear translocation of beta-catenin in HeLa cells; AID 1665; immunofluorescence imaging; 0.3% of 190,000 active; nuclear translocation activity, % at 5 µM;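 active = nuclear translocation activity above 50% at 5 µM, with a well cell count of 50 or more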;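 also: per-cell ratio of nuclear to cytoplasmic median beta-catenin stain intensity; plate controls were DMSO negative control for no effect and GSK-3 inhibitor IX positive control for full effect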
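Technique: fluorescence imaging of beta-catenin antibody stain plus DAPI / Material: human HeLa cell line / Incubation: compound treatment 24 h, 37°C, 5% CO2 / Read-out basis: % activation of per-cell nuclear versus cytoplasmic median beta-catenin signal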
MT stabilize HCS: microtubule stabilizers in HeLa cells. 0.83% of 200,000 active. % tubulin-high responders, % at 10 µM. HeLa tubulin immunostaining HCS, 24 h; share of cells brighter than vehicle mean+2SD;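 active = plate Z-score above 3 for both tubulin-high and condensed-nucleus cell shares, with cell loss under 80%, at 10 µM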;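 also: anti alpha tubulin signal scored within the nucleus-defined area of each cell; some results filed as inactive read as strong as hits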
WT yeast gro inh mutant strain: recorded beside WT yeast gro inh, whose call it bears; inhibition, %; mitochondrial fusion phenotypic screen, mutant strain inhibition
Dynein transport cytoplasmic EGFP: also measured in Dynein transport; calls as there; z-score; measured here: cytoplasmic GR-EGFP intensity; stronger effect = higher value
Dynein transport nuclear GR-EGFP: second read-out of Dynein transport, no call of its own (marks repeat the call); z-score; measured here: nuclear GR-EGFP intensity;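 lower value marks the stronger effect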
Dynein transport cell count: second read-out of Dynein transport, no call of its own (marks repeat the call); z-score; measured here: cell count per field
bCat nuc transl cell count 5 µM: recorded beside bCat nuc transl, whose call it bears; cell count; measured here: cell count, cytotoxicity flag
T cell modulator vesicle-bound %: second read-out of T cell modulator, no call of its own (marks repeat the call); double positive events, %; measured here: CD8+ vesicle-bound cell fraction;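 binding gate set so that unloaded-vesicle control wells show 10% double positive cells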
MT stabilize HCS Hoechst-high %: recorded beside MT stabilize HCS, whose call it bears; % Hoechst-high responders; measured here: nuclear condensation Hoechst responders;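 share of cells brighter than vehicle mean plus two SD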
MT stabilize HCS cytotoxicity %: recorded beside MT stabilize HCS, whose call it bears; toxicity, %; measured here: cytotoxicity by cell density;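 0% = mean cell density of plate MIN control wells and 100% = no cells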
Autophagy mod cell loss 18 h: recorded beside Autophagy mod, whose call it bears; toxicity, %; measured here: cell loss, nuclei count;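 cell loss after 18 h compound exposure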
Active calls of the source: *.

`CC1(C)CN(c2ccc(F)cc2)C1=O` gave WT yeast gro inh -11.7, P. falciparum M1AAP -3.6%, M17LAP inhibition 19.5%, Autophagy mod inactive, Dynein transport 0.0833, Yfh1-depleted yeast inactive, T cell modulator inactive, bCat nuc transl 0.9, MT stabilize HCS 1.9, WT yeast gro inh mutant strain 10.3, Dynein transport cytoplasmic EGFP -0.104, Dynein transport nuclear GR-EGFP -0.0272, Dynein transport cell count 0.0339, bCat nuc transl cell count 5 µM 1096, T cell modulator vesicle-bound % 55.7, MT stabilize HCS Hoechst-high % 1.7, MT stabilize HCS cytotoxicity % 7.7 and Autophagy mod cell loss 18 h 17.3.
O=C1NC(=Nc2ccccc2)S/C1=C\c1cccs1 was read as P. falciparum M1AAP 8.9%, M17LAP inhibition -14.8%, Dynein transport 0.509, Yfh1-depleted yeast inactive, T cell modulator inactive, bCat nuc transl -0.6, Dynein transport cytoplasmic EGFP 0.0388, Dynein transport nuclear GR-EGFP 0.4, Dynein transport cell count 0.00332, bCat nuc transl cell count 5 µM 1325 and T cell modulator vesicle-bound % 46.8.
`O=C(O)/C=C/c1coc2ccccc2c1=O` gave WT yeast gro inh -0.5, P. falciparum M1AAP 1.5%, M17LAP inhibition 5.3%, Autophagy mod inactive, Dynein transport 0.917, Yfh1-depleted yeast inactive, T cell modulator inactive, bCat nuc transl -2.0, MT stabilize HCS 2.6, WT yeast gro inh mutant strain 12.0, Dynein transport cytoplasmic EGFP -0.127, Dynein transport nuclear GR-EGFP 0.677, Dynein transport cell count -0.532, bCat nuc transl cell count 5 µM 1012, T cell modulator vesicle-bound % 63.6, MT stabilize HCS Hoechst-high % 2.0, MT stabilize HCS cytotoxicity % 0.2 and Autophagy mod cell loss 18 h 12.5.
CS(=O)(=O)NCCn1ccc2ccccc21 was read as WT yeast gro inh 0.0, P. falciparum M1AAP -0.3%, M17LAP inhibition 1.6%, Autophagy mod inactive, Dynein transport 0.326, Yfh1-depleted yeast inactive, T cell modulator inactive, bCat nuc transl 0.8, MT stabilize HCS 2.1, WT yeast gro inh mutant strain 1.0, Dynein transport cytoplasmic EGFP -0.245, Dynein transport nuclear GR-EGFP 0.0889, Dynein transport cell count 0.977, bCat nuc transl cell count 5 µM 1135, T cell modulator vesicle-bound % 57.1, MT stabilize HCS Hoechst-high % 1.7, MT stabilize HCS cytotoxicity % 6.2 and Autophagy mod cell loss 18 h 16.9.
CCOC(=O)N/N=C/c1cn(CCCOc2ccc(C)cc2)c2ccccc12 was read as WT yeast gro inh 9.6, P. falciparum M1AAP 6.7%, M17LAP inhibition -3.5%, Autophagy mod inactive, Dynein transport -0.0221, Yfh1-depleted yeast inactive, T cell modulator inactive, bCat nuc transl 5.8, MT stabilize HCS 4.6, WT yeast gro inh mutant strain -4.0, Dynein transport cytoplasmic EGFP -0.268, Dynein transport nuclear GR-EGFP 0.135, Dynein transport cell count 0.539, bCat nuc transl cell count 5 µM 420, T cell modulator vesicle-bound % 47.4, MT stabilize HCS Hoechst-high % 3.1, MT stabilize HCS cytotoxicity % 12.5 and Autophagy mod cell loss 18 h -3.3.
`COc1ccc(-c2c(C)nc(N)nc2-c2ccc(OCc3ccc(C)cc3)cc2O)cc1OC` gave WT yeast gro inh 2.7, P. falciparum M1AAP 4.5%, M17LAP inhibition 5.8%, Autophagy mod inactive, Dynein transport -0.943, Yfh1-depleted yeast inactive, T cell modulator inactive, bCat nuc transl 0.6, MT stabilize HCS 3.6, WT yeast gro inh mutant strain -5.5, Dynein transport cytoplasmic EGFP 0.194, Dynein transport nuclear GR-EGFP 0.128, Dynein transport cell count 0.777, bCat nuc transl cell count 5 µM 477, T cell modulator vesicle-bound % 6.9, MT stabilize HCS Hoechst-high % 3.5, MT stabilize HCS cytotoxicity % 9.4 and Autophagy mod cell loss 18 h 5.4.
Screening CC(C)(C)c1csc(NC(=O)c2ccncc2)n1 returned WT yeast gro inh -1.4, P. falciparum M1AAP 8.3%, M17LAP inhibition 17.6%, Autophagy mod inactive, Dynein transport 0.589, Yfh1-depleted yeast inactive, T cell modulator inactive, bCat nuc transl 2.0, MT stabilize HCS 6.4, WT yeast gro inh mutant strain -22.6, Dynein transport cytoplasmic EGFP -0.258, Dynein transport nuclear GR-EGFP 0.0328, Dynein transport cell count 0.29, bCat nuc transl cell count 5 µM 1033, T cell modulator vesicle-bound % 53.0, MT stabilize HCS Hoechst-high % 2.2, MT stabilize HCS cytotoxicity % 2.2 and Autophagy mod cell loss 18 h -10.5.
For Cc1ccc(S(=O)(=O)N(C)C)cc1NC(=O)C1CCCCC1 the results were P. falciparum M1AAP 9.1%, M17LAP inhibition 9.4%, Dynein transport 0.318, Yfh1-depleted yeast inactive, T cell modulator inactive, bCat nuc transl 0.0, Dynein transport cytoplasmic EGFP -0.253, Dynein transport nuclear GR-EGFP 0.0308, Dynein transport cell count -0.293, bCat nuc transl cell count 5 µM 1053 and T cell modulator vesicle-bound % 26.4.
`Cc1ccc(/C=N/NC(=O)Cn2nnc(N)n2)cc1` gave P. falciparum M1AAP 1.6%, M17LAP inhibition 40.1%, Dynein transport -0.751, Yfh1-depleted yeast inactive, T cell modulator inactive, bCat nuc transl -1.2, Dynein transport cytoplasmic EGFP -0.744, Dynein transport nuclear GR-EGFP -0.612, Dynein transport cell count 0.483, bCat nuc transl cell count 5 µM 1418 and T cell modulator vesicle-bound % 31.9.
`COc1cc(SC)ccc1C(=O)NCc1ccccc1` gave WT yeast gro inh -8.1, P. falciparum M1AAP 6.5%, M17LAP inhibition 2.5%, Autophagy mod inactive, Dynein transport 0.916, Yfh1-depleted yeast inactive, T cell modulator inactive, bCat nuc transl -2.7, MT stabilize HCS 2.5, WT yeast gro inh mutant strain -19.1, Dynein transport cytoplasmic EGFP -0.225, Dynein transport nuclear GR-EGFP 0.814, Dynein transport cell count -1.21, bCat nuc transl cell count 5 µM 1096, T cell modulator vesicle-bound % 47.7, MT stabilize HCS Hoechst-high % 3.4, MT stabilize HCS cytotoxicity % 9.7 and Autophagy mod cell loss 18 h -1.1.
Screening O=C(COC(=O)COc1ccccc1Cc1ccccc1)Nc1cccnc1Cl returned WT yeast gro inh 18.3, P. falciparum M1AAP -3.4%, M17LAP inhibition 5.8%, Autophagy mod inactive, Dynein transport 0.961, Yfh1-depleted yeast inactive, T cell modulator inactive, bCat nuc transl -0.6, MT stabilize HCS 4.5, WT yeast gro inh mutant strain -8.7, Dynein transport cytoplasmic EGFP -0.174, Dynein transport nuclear GR-EGFP 0.173, Dynein transport cell count -0.809, bCat nuc transl cell count 5 µM 858, T cell modulator vesicle-bound % 26.8, MT stabilize HCS Hoechst-high % 2.8, MT stabilize HCS cytotoxicity % 4.4 and Autophagy mod cell loss 18 h -7.1.
`C=CCOC(=O)c1ccc(-n2cncn2)nc1` gave WT yeast gro inh 7.6, P. falciparum M1AAP 3.1%, M17LAP inhibition 7.4%, Autophagy mod inactive, Dynein transport -0.0104, Yfh1-depleted yeast inactive, T cell modulator inactive, bCat nuc transl -2.7, MT stabilize HCS 1.1, WT yeast gro inh mutant strain -1.9, Dynein transport cytoplasmic EGFP -0.183, Dynein transport nuclear GR-EGFP 0.271, Dynein transport cell count 0.691, bCat nuc transl cell count 5 µM 1153, T cell modulator vesicle-bound % 38.4, MT stabilize HCS Hoechst-high % 1.3, MT stabilize HCS cytotoxicity % 7.1 and Autophagy mod cell loss 18 h -9.0.
`CC(=O)Nc1ccc(OCC(=O)NCc2ccc(C)cc2)cc1` gave WT yeast gro inh -8.4, P. falciparum M1AAP 2.6%, M17LAP inhibition 3.7%, Autophagy mod inactive, Dynein transport -0.803, Yfh1-depleted yeast inactive, T cell modulator inactive, bCat nuc transl -1.6, MT stabilize HCS 3.7, WT yeast gro inh mutant strain -11.5, Dynein transport cytoplasmic EGFP -0.239, Dynein transport nuclear GR-EGFP -0.47, Dynein transport cell count 0.814, bCat nuc transl cell count 5 µM 1047, T cell modulator vesicle-bound % 52.9, MT stabilize HCS Hoechst-high % 3.6, MT stabilize HCS cytotoxicity % 6.1 and Autophagy mod cell loss 18 h -4.3.
NC12CC3CC(CC(C3)C1)C2 was read as WT yeast gro inh -1.9, P. falciparum M1AAP -2.5%, M17LAP inhibition 1.0%, Autophagy mod inactive, Dynein transport 0.137, Yfh1-depleted yeast inactive, T cell modulator inactive, bCat nuc transl -0.9, MT stabilize HCS 3.0, WT yeast gro inh mutant strain -14.3, Dynein transport cytoplasmic EGFP -0.282, Dynein transport nuclear GR-EGFP 0.258, Dynein transport cell count 0.262, bCat nuc transl cell count 5 µM 578, T cell modulator vesicle-bound % 24.5, MT stabilize HCS Hoechst-high % 2.3, MT stabilize HCS cytotoxicity % 4.0 and Autophagy mod cell loss 18 h 8.2.
For Cn1c2ccccc2c2ncn(CCCN3CCOCC3)c(=O)c21 the results were WT yeast gro inh 7.7, P. falciparum M1AAP 6.4%, M17LAP inhibition 5.0%, Autophagy mod inactive, Dynein transport 0.238, Yfh1-depleted yeast inactive, T cell modulator inactive, MT stabilize HCS 2.5, WT yeast gro inh mutant strain -6.7, Dynein transport cytoplasmic EGFP -0.123, Dynein transport nuclear GR-EGFP 0.435, Dynein transport cell count 1.52, T cell modulator vesicle-bound % 16.0, MT stabilize HCS Hoechst-high % 3.6, MT stabilize HCS cytotoxicity % 13.3 and Autophagy mod cell loss 18 h -1.2.
